Screens as filed in PubChem.
tim10-1 inh – growth inhibitors of tim10-1 mutant yeast, primary screen, luminescence, uHTS. inhibition, % at 20 µM. 330,000 tested, 2.2% active. S. cerevisiae tim10-1 ts strain growth, BacTiter-Glo, 24 h. AID 463190, 2010;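 active = inhibition of at least 40%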;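 note: mutant grown at 25 °C; 0% = DMSO wells with yeast and 100% = wells holding no yeast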
tim23-1 inh – growth inhibitors of tim23-1 mutant yeast, primary screen, luminescence, uHTS; S. cerevisiae tim23-1 growth, BacTiter-Glo luminescence, 24 h; 330,000 tested, 1.3% active; AID 463212, 2010; inhibition, % at 20 µM;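 active = growth inhibition of the mutant yeast at or above 50%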;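 note: temperature-sensitive mutant grown at 25 °C; plate controls were DMSO-treated mutant yeast for no effect and medium wells lacking yeast for full effect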
TIM10 inh – growth inhibitors of isogenic TIM10 control yeast, primary screen, counter-screen for tim10-1 yeast inhibitor project, luminescence, uHTS; AID 463195, 2010; inhibition, % at 10 µM; 330,000 tested, 1.4% active; S. cerevisiae TIM10 strain growth, BacTiter-Glo luminescence, 24 h;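 active = inhibition of 40% or more at the single tested concentration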;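 note: wild-type TIM10 isogenic control strain grown at permissive 25 °C; 0% = DMSO yeast wells and 100% = minimal medium wells without yeast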
XBP1 UPR activ – activators of adaptive XBP1 UPR arm, primary screen, cell-based, CHO-XBP1 luciferase reporter, luminescence, uHTS; IRE1-XBP1 UPR activation; percent of tunicamycin response, DMSO as zero; activation, % at 20 µM; 330,000 tested, 0.33% active;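 active = versus positive control, 20 µM dose yields 30% or more activation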;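 note: 100% = tunicamycin at 10 µg/mL and 0% = DMSO only wells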
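incubation = overnight seeding at 37 °C, 6 h compound treatment at 37 °C | assay system = CHO-XBP1 cells stably carrying IRE1-XBP1-driven luciferase reporter | input = 1000 cells per well | detection = luciferase luminescence | dosing = single point, 20 µM final compound, 1% DMSO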
APJ antag – antagonists of human apelin receptor APJ, primary screen, CHO-K1 cells, beta-arrestin complementation, luminescence; AID 2521, 2010; 330,000 tested, 0.32% active; P35414; inhibition, % at 20 µM;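 active = inhibition above about 40% at 20 µM, limit read from the data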;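 note: cells challenged with 10 nM apelin-13 agonist together with compound; plate controls were apelin-13 plus DMSO wells for no effect and DMSO wells lacking apelin-13 for full effect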
CHOP UPR activ – activators of apoptotic CHOP UPR arm, primary screen, cell-based, CHO-CHOP luciferase reporter, luminescence, uHTS; UPR activation; percent of tunicamycin response over DMSO baseline; activation, % at 10 µM; 330,000 tested, 0.34% active; AID 449763, 2010;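 active = at 10 µM dose, activation of 40% or more, normalized to positive control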;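 note: 100% = tunicamycin at 10 µg/mL and 0% = DMSO alone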
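Dosing – one dose, 10 µM in 0.5% DMSO · System – CHO-CHOP cells, stable luciferase reporter of PERK-eIF2a-CHOP signalling · Input – 500 cells/well · Control set – tunicamycin 10 µg/mL final as positive, DMSO-only wells as negative · Timing – 6 h compound treatment, 37 °C · Measure – % activation vs tunicamycin · Technique – luminescence read with Steady-Glo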
Mdm2 MdmX PPI – inhibitors of human Mdm2-MdmX association, primary screen, cell-based, luminescence, split luciferase, SaOS-2, uHTS | Protein Mdm4 (Homo sapiens) + E3 ubiquitin-protein ligase Mdm2 (Homo sapiens), … | SaOS-2 split-luciferase Mdm2/MdmX complementation | inhibition, % at 8 µM | 330,000 tested, 3% active | AID 485346, 2010;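 active = inhibition of at least 50% at 8 µM in the primary screen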
Target sequence (O15151 whole entry, looked up): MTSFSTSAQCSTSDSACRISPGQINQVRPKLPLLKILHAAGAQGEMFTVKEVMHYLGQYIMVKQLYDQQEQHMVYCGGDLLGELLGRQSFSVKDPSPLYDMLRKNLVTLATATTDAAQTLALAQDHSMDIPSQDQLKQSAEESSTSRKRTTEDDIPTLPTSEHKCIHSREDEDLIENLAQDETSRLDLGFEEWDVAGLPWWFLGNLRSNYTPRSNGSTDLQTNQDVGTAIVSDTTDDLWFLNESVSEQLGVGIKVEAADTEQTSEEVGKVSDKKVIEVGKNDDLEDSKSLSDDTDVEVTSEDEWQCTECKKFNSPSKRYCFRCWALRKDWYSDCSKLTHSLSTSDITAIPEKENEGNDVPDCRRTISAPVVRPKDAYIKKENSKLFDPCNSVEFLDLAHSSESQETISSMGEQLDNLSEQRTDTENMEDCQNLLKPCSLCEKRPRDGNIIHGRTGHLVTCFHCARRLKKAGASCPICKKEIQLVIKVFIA
Target sequence (Q00987 whole entry, looked up): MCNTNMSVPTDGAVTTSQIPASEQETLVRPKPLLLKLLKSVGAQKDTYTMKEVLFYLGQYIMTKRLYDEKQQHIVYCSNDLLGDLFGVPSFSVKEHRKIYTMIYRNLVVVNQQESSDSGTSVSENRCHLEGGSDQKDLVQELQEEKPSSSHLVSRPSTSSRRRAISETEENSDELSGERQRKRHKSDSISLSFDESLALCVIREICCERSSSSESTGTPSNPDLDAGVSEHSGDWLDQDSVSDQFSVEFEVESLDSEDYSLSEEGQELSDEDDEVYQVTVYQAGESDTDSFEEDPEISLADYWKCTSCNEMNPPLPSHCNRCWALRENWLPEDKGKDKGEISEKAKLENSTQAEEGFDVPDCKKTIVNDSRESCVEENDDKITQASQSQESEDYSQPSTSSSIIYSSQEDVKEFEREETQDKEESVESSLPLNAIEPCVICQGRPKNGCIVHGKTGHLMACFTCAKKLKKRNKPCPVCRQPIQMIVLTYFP
CXCR6 block – CXCR6 receptor inhibitors, primary screen, cell-based, beta-arrestin, luminescence, CHO-K1 PathHunter, 1536-well. C-X-C chemokine receptor type 6 (Homo sapiens), O00574. inhibition, % at 20 µM. 360,000 tested, 0.36% active; in the data active = inhibition above about 34%, passing the limit was not always enough;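 note: antagonist mode with CXCL16 agonist at 10 nM final; 0% = 10 nM CXCL16 with DMSO and 100% = unstimulated wells without agonist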
APJ agonist – agonists of human apelin receptor APJ, primary screen, CHO-K1 cells, PathHunter beta-arrestin, luminescence | activation, % at 20 µM | P35414 | 0% DMSO wells, 100% apelin | 330,000 tested, 0.11% active | AID 2520, 2010;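 active = activation more than six SD over the plate average, tested at 20 µM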;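 note: 0% = DMSO alone and 100% = apelin-13 at 10 nM; some results filed as inactive read as strong as hits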
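Material: engineered CHO-K1 APJ arrestin reporter cells; amount: 1000 CHO-K1 reporter cells seeded per well; incubation: compound stimulation 90 min at 25 °C, detection 60 min; signal: luminescent beta-gal fragment complementation, chemiluminescent substrate; read-out basis: APJ agonist activity; controls: DMSO-only wells as negative, 10 nM Apelin-13 as positive control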
* marks the source's active call; other numbers are inactive results; & = joins results of further samples. These rows are one share of the data, so the mix of outcomes need not match the whole.

The line under a structure holds: tim10-1 inh	tim23-1 inh	TIM10 inh	XBP1 UPR activ	APJ antag	CHOP UPR activ	Mdm2 MdmX PPI	CXCR6 block	APJ agonist
> Cc1nn(-c2ccccc2)c(C)c1C(=O)NNC(=O)C(F)(F)F
 : 5	16	-15	2	-18	-0.5	5	9	5
> CCCOc1ccc(Cl)cc1CN1CCOCC1
 : -7	0	-11	-2	7	-0.1	-19	5	2
> CCCc1cc(=O)[nH]c(SCC(=O)N2CCCC2=O)n1
 : -13	1	9	-3	11	0.8	13	-2	-1
> Cc1sc2nc(C(C)C)nc(SCC(=O)N3c4ccccc4CC3C)c2c1C (stereo not given)
 : 22	26	26	2	2	1.5	56*	3	-3
> COc1ccccc1C(=O)Nc1nc2nc(-c3ccccc3)cc(=O)n2[nH]1
 : 10	3	-10	-4	-16	-2.4	-13	6	-3
> CCOC(=O)C1(Cc2ccccc2)CCCN(CCCn2cccn2)C1 (stereo not given)
 : 4	6	1	-3	10	0.8	7	3	-3
> Cc1cc2ncn(S(=O)(=O)N3CCOCC3)c2cc1C
 : 4	8	-1	-4	-12	1.0	10	3	-1
> COc1cc(/C=C2\C(=O)ON=C2c2ccccc2)cc(Cl)c1O
 : 27	45	2	-3	46*	20	16	17	-5
> COc1ccc(C(=O)NNC(=O)c2cccc(F)c2)cc1
 : 3	13	18	-1	-20	2.7	-5	-4	-1
> CCOC(=O)c1c(C)[nH]c(C(=O)OCc2ccc(F)cc2)c1C
 : 3	6	15	5	11	5.9	-136	-2	5
> O=C(O)CCC(=O)N1N=C(c2cccs2)CC1c1ccc(Br)cc1 (stereo not given)
 : 26	3	-9	0	-12	-1.2	-7	5	-2
> Clc1ccc(Cc2noc(Cc3ccccc3)n2)cc1Cl
 : 0	-2	-5	0	2	1.7	3	8	-4
> O=C1C(C2=NC(C(=O)O)C3C(=O)N(c4ccc(Cl)cc4)C(=O)C23)=C(O)c2ccccc21 (stereo not given)
 : 1	12	0	-1	4	-1.8	-25	5	5
> CNC(=O)N(O)C1N(NC(=O)Nc2ccccc2)C(=S)SC1(C)C (stereo not given)
 : -14	5	-15	-1	-17	1.6	5	-12	-2
> CCOC(=O)C1=C(O)/C(=C\c2sccc2C)N=C1C
 : 19	3	-3	-3	-7	1.4	13	-3	-4
> Cc1cc(O)c(C=Nc2ccc(N3CCOCC3)cc2)c(C)c1Cl
 : -10	17	8	-5	21	5.1	7	3	0
> N#CC1=C(Nc2ccc(Br)cc2)CCC1
 : 15	20	17	-2	4	-1.2	-33	-12	2
> CCCCC(=O)Nc1cccc(-c2cn3ccsc3n2)c1
 : 21	23	15	2	-3	2.8	5	-6	2
> Fc1cccc(-c2cc3nc4c(c(N5CCC6(CC5)OCCO6)n3n2)CCCC4)c1
 : 21	52*	31	3	15	6.0	33	12	-2
> COC(=O)c1cnc(Nc2cc(C)ccc2OC)c2ccccc12
 : 16	18	11	-4	7	1.1	15	-18	-4
> CC(C)[C@H](NC(=O)c1ccco1)C(=O)OCC(=O)Nc1cccc(F)c1
 : 19	13	21	-4	17	3.1	-30	4	-2
> C/C(=N/NC(=O)c1ccccc1O)c1ccc(N2C(=O)C3CCCCC3C2=O)cc1 (stereo not given)
 : -9	5	21	-1	16	1.7	11	1	-7
> COc1ccccc1NC(=O)c1ccc(NC(=O)COC(=O)C2(C)CC2(Cl)Cl)cc1 (stereo not given)
 : 37	45	29	-2	-28	0.3	5	-7	0
> COc1cccc(-c2nn(C)c3sc(C(=O)NCc4ccc(C)o4)cc23)c1
 : 26	-4	28	-2	-2	0.5	70*	6	4
> Cc1ccccc1N1CCN(C2CCCN(C(=O)CCC(F)(F)F)C2)CC1 (stereo not given)
 : 12	8	-7	-3	-12	1.2	-5	-8	-4
> COc1ccc(NC(=O)COC(=O)[C@@H]2CCCN2C(=O)c2cccs2)c(OC)c1
 : 6	22	4	-1	0	0.0	-8	-10	-2
> Cc1ccc(-c2n[nH]c(=O)c3ccccc23)cc1S(=O)(=O)NCCN1CCOCC1
 : 9	8	15	0	20	1.8	0	5	-5
> COc1ccc2nc(/N=C(\N)NC(=O)Nc3ccccc3)nc(C)c2c1
 : 50*	44	38	5	3	5.5	29	-2	0
> CCCNc1cc(C)oc(=O)c1C(=O)CCC
 : 17	6	5	5	3	-1.0	2	9	-4
> CCOC(=O)c1ccc(NC(=O)CNC(=O)C23CC4CC(CC(C4)C2)C3)cc1
 : 6	15	16	-2	-4	-1.6	10	-2	-3
> CCOc1cc(/C=N\NC(=O)c2c(C)nc3ccccn23)ccc1O
 : 14	17	1	0	8	0.8	11	4	-3
> CN(C)c1ccc(P(=O)(OC2CCCCC2)C(O)c2ccncc2)cc1 (stereo not given)
 : -3	16	13	-2	9	1.1	3	1	3
> CCNS(=O)(=O)c1ccc(C(=O)OCc2cc(=O)oc3cc(OC)ccc23)cc1
 : -11	-1	7	9	2	1.9	-22	-4	5
> COc1ccc(CCNC(=O)C(CCC(N)=O)NS(=O)(=O)c2ccc(Cl)cc2)cc1OC (stereo not given)
 : 21	-1	2	-1	7	0.1	17	-4	0
> O=C(C1CCCN(Cc2ccccc2F)C1)N1CCCC1 (stereo not given)
 : 16	4	0	0	-6	0.0	21	-6	1
> CCCCC(=O)Nc1ccc(C(=O)Nc2cc(C(F)(F)F)ccc2Cl)cc1
 : -6	-5	6	-2	0	-0.5	21	-5	0
> O=C(Nc1ccc(Cl)cc1Cl)c1ccc2c(=O)n3c(nc2c1)CCC3
 : -12	6	-6	1	-25	9.9	-142	-8	0
> COc1ccccc1NC(=O)NC(=O)N(C(C)C)S(C)(=O)=O
 : 9	17	14	1	2	-1.1	16	-10	-4
> COc1cc(NC(=O)c2cncc(-c3ccc(C#N)cc3)c2)cc(C(=O)Nc2cccc(C(F)(F)F)c2)c1
 : 2	2	-19	125*	-15	74*	60*	0&4	15
> Cc1cc(N2C(=O)C(=O)/C(=C(/O)c3ccccc3)C2c2cccs2)no1 (stereo not given)
 : 9	2	-7	0	3	-1.0	7	-2	0
> Cc1ccccc1-c1cc(C(=O)NCc2cccc(C(F)(F)F)c2)nn1CC1CC(c2cccc([N+](=O)[O-])c2)=NO1 (stereo not given)
 : -1	-5	-12	-1	3	1.3	11	7	3
> COc1ccc(C2=NOC(C(=O)Nc3cccnc3)C2)cc1 (stereo not given)
 : 14	11	6	-1	-11	-1.4	12	-2	1
> CCc1nn(C(CC)C(=O)NCCCN2CC(C)CC(C)C2)c(=O)c2cc3oc(C)cc3n12 (stereo not given)
 : -7	7	5	3	12	-1.8	16	8	-4
> CCN(CC)Cc1c(C(=O)OC)nnn1-c1nonc1N
 : -3	-2	-13	-2	28	3.6	26	4	-8
> CC(C)Cn1c(=O)c2ccccc2c2ccccc2c1=O
 : 21	11	1	-5	-6	-1.9	-1	4	-3
> CCOC(=O)CCNC(=O)Nc1ccc2nc(C)n(Cc3ccccc3Cl)c(=O)c2c1
 : 7	20	0	0	13	-0.8	2	-2	9
> Nc1nc2ccccc2n1C(=O)c1cccs1
 : 6	-9	3	-1	-8	1.0	-107	2	-2
> Cc1cc(C)n(CCC(=O)N/N=C/c2cccc([N+](=O)[O-])c2)n1
 : -18	3	-14	-2	18	1.7	16	-1	-3
> c1ccc(C2=Nc3ccccc3NC(c3ccccc3)C2)cc1 (stereo not given)
 : 18	28	21	0	0	3.9	-22	6	-3
> CC1CC(=O)C=C(O)C1C(=O)OC(C)(C)C (stereo not given)
 : -2	3	5	-2	8	-0.1	9	-7	-2

2 records drawn at random from those above, as already listed:
The line under a structure holds: tim10-1 inh	tim23-1 inh	TIM10 inh	XBP1 UPR activ	APJ antag	CHOP UPR activ	Mdm2 MdmX PPI	CXCR6 block	APJ agonist
> CCN(CC)Cc1c(C(=O)OC)nnn1-c1nonc1N
 : -3	-2	-13	-2	28	3.6	26	4	-8
> COc1ccc(C2=NOC(C(=O)Nc3cccnc3)C2)cc1 (stereo not given)
 : 14	11	6	-1	-11	-1.4	12	-2	1

(listing goes on)
The line under a structure holds: tim10-1 inh	tim23-1 inh	TIM10 inh	XBP1 UPR activ	APJ antag	CHOP UPR activ	Mdm2 MdmX PPI	CXCR6 block	APJ agonist
> CCSc1ncc(Cl)c(C(=O)Nc2sc3c(c2C(=O)NCc2cccnc2)CCCC3)n1
 : -3	-5	3	15	29	2.2	60*	24	-5
> O=C(CNC(=O)c1ccccc1F)c1ccccc1
 : 0	4	-11	-8	11	0.3	-53	3	-1
> CN1C(=O)c2ccccc2C(C(=O)O)C1c1cccc(Cl)c1 (stereo not given)
 : 1	-2	-5	-3	11	-0.9	18	3	0
> O=C(CNC(=O)c1ccccc1Br)N/N=C/c1cccs1
 : -1	-1	17	-2	2	0.9	-22	-10	-1
> O=C1CC(c2ccc(F)cc2)CC(O)=C1C=NCCN1CCNCC1 (stereo not given)
 : 15	-1	-3	5	-4	-1.5	-2	2	-2
> O=C(c1ccccc1)c1ccc(OCC(O)CN2CCN(S(=O)(=O)N3CCCCC3)CC2)cc1 (stereo not given)
 : 37	23	15	0	-38	-0.4	27	-4	-2
